# Assay outcomes as filed in PubChem.
# JMJD2A Tudor inh: blocks the human JMJD2A Tudor domain | AID 504339 | O75164 | AlphaScreen JMJD2A-Tudor / H3K4me3 peptide binding | Potency, µM (highest dose often 114 µM), for the others: at the highest dose activity change, negative = inhibition, usual class: inhibitors | actives 4.4% (n = 390,000); also: potency is read from the fitted curve at half-maximal effect; % is scaled to controls: 0 for no effect and ±100 for the full control effect; nearly all actives have a fitted effect of over 50% in size
# HP1b binding inh: inhibitors of HP1-beta chromodomain binding to methylated histone tails. AlphaScreen HP1-beta / biotin-H3K9me3 peptide binding. Potency, µM (top dose mostly 114 µM), for inactives: at the highest dose activity change, negative = inhibition, hits mostly inhibitors. actives 0.56% (n = 390,000). AID 540317; also: potency is read from the fitted curve at half-maximal effect; nearly all actives have a fitted effect of over 70% in size; inactives centre near 23
#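 HP1-beta protein (50 nM final) preincubated 30 min at room temperature with biotinylated H3(1-18)K9me3 peptide (50 nM) in PBS pH 7.4, 0.01% Tween-20, then compound added for 30 min. AlphaScreen streptavidin donor/nickel chelate acceptor beads (10 ug/mL final), 30 min dark, luminescence read.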
# ERG Ets-DNA blk: inhibitors of human ERG Ets domain-DNA interaction | fluorescence polarization, His-ERG Ets domain / labelled DNA | Potency, µM (top dose mostly 76.9 µM), inactives show top-dose FP activity, negative = inhibition, actives largely listed as inhibitors | actives 0.028% (n = 370,000); active = well fitted inhibition curve with a large enough effect in the polarisation, with a control signal flat; inconclusive = small, poorly fitted or top-dose-only effect, or effect the other way, or a change in a side signal; inactive = no such curve, though single readings can be large or run the other way; the % refers to the polarisation;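 also: polarization taken with two DNA probes labelled with fluorescein and Texas red; potency is read from the fitted curve at half-maximal effect; % of control where 0% means no effect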
#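 His-tagged ERG Ets domain (1 uM in the protein solution; 300mM KCl, 50mM Tris-HCl, 1mM EDTA, 1mM DTT, pH 7.5) received compound, then a probe mix of 5 nM fluorescein-DNA and 100nM Texas-615-DNA. Fluorescence polarization was read for both dyes.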
# ALOX12 inh: ALOX12 (human) lipoxygenase inhibition. purified 12hLO, xylenol orange hydroperoxide absorbance. Potency, µM (titrated, usually from 108 µM), for inactives: at the highest dose activity change, negative = inhibition, actives largely listed as inhibitors. actives 1.1% (n = 580,000); also: potency is read from the fitted curve at half-maximal effect; % is scaled to controls: 0 for no effect and ±100 for the full control effect
# Target sequence (P18054 whole entry, looked up): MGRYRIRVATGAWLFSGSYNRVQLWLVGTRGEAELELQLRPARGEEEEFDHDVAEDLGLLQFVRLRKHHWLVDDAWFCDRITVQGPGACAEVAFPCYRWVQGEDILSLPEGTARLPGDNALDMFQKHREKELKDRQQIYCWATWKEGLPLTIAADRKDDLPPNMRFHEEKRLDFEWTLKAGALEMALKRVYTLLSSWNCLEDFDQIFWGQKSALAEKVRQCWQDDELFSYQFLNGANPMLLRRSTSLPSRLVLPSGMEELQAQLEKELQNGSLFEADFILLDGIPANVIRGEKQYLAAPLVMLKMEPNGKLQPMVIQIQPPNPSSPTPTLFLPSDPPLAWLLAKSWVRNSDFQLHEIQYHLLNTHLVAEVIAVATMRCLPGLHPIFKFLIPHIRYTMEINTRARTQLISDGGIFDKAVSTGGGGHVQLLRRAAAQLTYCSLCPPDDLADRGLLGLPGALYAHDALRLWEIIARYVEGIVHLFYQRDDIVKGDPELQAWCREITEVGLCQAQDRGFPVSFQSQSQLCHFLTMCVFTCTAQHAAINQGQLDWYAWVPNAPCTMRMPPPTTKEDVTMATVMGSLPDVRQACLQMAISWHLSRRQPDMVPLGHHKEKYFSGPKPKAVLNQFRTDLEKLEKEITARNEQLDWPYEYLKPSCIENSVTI
#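 Purified human 12hLO (150 nM final) in 25 mM Hepes, 0.01% Triton X-100, pH 7.0 was preincubated 15 min at room temperature with compound. Then 40 uM arachidonic acid was added, 30 min. Hydroperoxide was read by Fe-XO absorbance ratio 573/405 nm.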
# G9a inh: inhibitors of human histone lysine methyltransferase G9a; AID 504332; G9a H3K9 monomethylation, AlphaScreen, 2 h; actives 8.8% (n = 350,000); Potency, µM (series often up to 102 µM), inactives show at the top dose activity, negative = inhibition, most hits filed as inhibitors; Q96KQ7; also: potency is read from the fitted curve at half-maximal effect; % is scaled to controls: 0 for no effect and ±100 for the full control effect; nearly all actives have a fitted effect of over 75% in size
# Target sequence (Q96KQ7 913-1193 limits assumed): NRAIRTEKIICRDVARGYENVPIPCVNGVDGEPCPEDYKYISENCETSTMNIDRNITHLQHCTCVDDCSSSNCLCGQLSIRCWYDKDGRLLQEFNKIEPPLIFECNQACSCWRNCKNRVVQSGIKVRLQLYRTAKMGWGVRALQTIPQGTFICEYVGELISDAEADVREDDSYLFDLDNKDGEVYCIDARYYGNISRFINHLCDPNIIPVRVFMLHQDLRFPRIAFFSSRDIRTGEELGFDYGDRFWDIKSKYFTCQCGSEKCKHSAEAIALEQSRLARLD
#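 Enzyme 20 nM + cpd, 15 min RT; add b-H3K9 pep 500 nM / SAM 20 uM; 2 h RT; anti-H3K9me1 Ab 0.5 ug/mL + SA donor / anti-rabbit acceptor beads 20 ug/mL each, 10 min; AlphaScreen read.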
# BAZ2B block: blocks human BAZ2B. Potency, µM (top dose mostly 114 µM), for the others: top-dose activity change, negative = inhibition, most hits filed as inhibitors. AID 504333. actives 4.4% (n = 360,000). AlphaScreen BAZ2B-H3K14Ac peptide displacement. Q9UIF8; also: potency is read from the fitted curve at half-maximal effect; % is scaled to controls: 0 for no effect and ±100 for the full control effect; nearly all actives have a fitted effect of over 60% in size
#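 BAZ2B 50 nM plus b-H3(5-23)K14Ac 50 nM, PBS pH 7.4/0.01% Tween-20, 30 min RT; compound added (max 110 uM), 30 min RT; streptavidin donor/Ni-chelate acceptor beads 10 ug/mL final, 20 min dark; AlphaScreen read.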
# PI4K2A block: PI4K2A (human) kinase inhibition | purified PI4K2A, ADP-Glo luminescence, 1 h; hits give low values | activity change, negative = inhibition, % at 76.9 µM | actives 0.13% (n = 420,000); in the data active = activity change below about -50%; inconclusive = mostly about -30% to -49%;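 also: -100% = wells without enzyme as full effect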
#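 In this quantitative HTS, ADP production by PI4K2A was quantified luminescently after 1 h at ambient temperature; 100 microM adenosine served as plate-quality control.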
# GLS inhibitor: glutaminase GLS (human) inhibition. GLS enzymatic activity, qHTS titration. Potency, µM (top dose mostly 45.5 µM), for the others: at the highest dose activity change, negative = inhibition, actives largely listed as inhibitors. actives 0.21% (n = 410,000); also: potency is read from the fitted curve at half-maximal effect; % is scaled to controls: 0 for no effect and ±100 for the full control effect
#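 Enzyme dispensed in phosphate buffer (45 mM, pH 8.2, 0.02% Tween-20), compounds pinned in, then 1 mM L-glutamine solution and the glutamate oxidase–HRP–Amplex Red mix added; fluorescence read immediately and again after 30 min at room temperature.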
# RGS4 inh: blocks human RGS4-accelerated GTP hydrolysis; Transcreener GDP fluorescence polarization, RGS4-accelerated GTP hydrolysis; Potency, µM (top dose mostly 114 µM), for inactives: top-dose activity change, negative = inhibition, hits mostly inhibitors; P49798; actives 0.039% (n = 390,000); AID 504845; also: potency is read from the fitted curve at half-maximal effect; % is scaled to controls: 0 for no effect and ±100 for the full control effect; nearly all actives have a fitted effect of over 75% in size; some results filed as inactive show a strong effect at the top dose
#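 MLSMR compounds (23 nl, pin-transferred) preincubated 10 min at room temperature with a 500nM (2x) first reagent, then RGS4 at 900nM (2x) plus Transcreener GDP mix added; fluorescence polarization (620/688 nm) read before and after 90 min at 30 °C.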
# The depositor's hits bear a star; ? = inconclusive; · = not tested or not shown; [ ] = another dose, or the depositor's remark. Unless noted, calls follow the shape of the dose curve; as a rule, active = well fitted curve in the direction sought with a large enough effect; inconclusive = small, poorly fitted or top-dose-only effect, or another doubt; inactive = no such curve, though single readings can be large; an effect the other way counts as inactive or inconclusive. These rows are one share of the data; the hit share may differ from the screen's.
SMILES,JMJD2A Tudor inh,HP1b binding inh,ERG Ets-DNA blk,ALOX12 inh,G9a inh,BAZ2B block,PI4K2A block,GLS inhibitor,RGS4 inh
O=c1oc2ccc3ccccc3c2cc1-c1nnc(-c2cccs2)o1,5%,44%[activator],-10%,-7%,79%[activator][59 µM],4%,-1,-10%,-10%
COc1cccc(NC(=O)/C=C/c2ccc([N+](=O)[O-])cc2)c1,-34%,-13%,5%,?,7.9µM*,?,-4,26%,-24%
CC(CCc1ccccn1)(CCc1ccccn1)C(=O)c1ccccc1,-15%,28%,5%,-8%,·,·,2,1%,16%
O=C1[C@H]2[C@@H](c3ccc(F)cc3)N3C(=O)N(c4ccc(Br)cc4)C(=O)[C@@]3(Cc3ccc(Cl)cc3)[C@H]2C(=O)N1C1CCCCC1,-25%,23%,2%,-25%,17%,-8%,-4,-5%,2%
COCCn1c(CN2CCN(c3ccccc3)CC2)nc2c1c(=O)n(C)c(=O)n2C,-12%,37%[activator],-2%,2%,·,·,-1,72%[activator],-2%
O=C(COC(=O)c1ccccc1O)NCCc1c[nH]c2ccccc12,-32%,-20%,10%,-18%,·,·,-3,27%,-15%
CC(=O)C[C@H](O)CC(=O)[C@H]1OC(=O)[C@@H](C)C/C=C\Cc2ccccc21,-18%,25%,6%,-4%,·,·,-2,1%,-16%
Cc1ccc(OCC(=O)N/N=C\c2c(C)n(C)c3ccccc23)c([N+](=O)[O-])c1,?,?,2%,·,20%,-33%,7,36%[activator],-5%
Cc1ccccc1NC(=O)c1cc(S(=O)(=O)Nc2cccc(C(=O)O)c2)ccc1Cl,-6%,22%,-6%,-17%,13%,0%,-5,1%,-16%
COc1ccc2c(CC(=O)OCc3nc4ccsc4c(=O)[nH]3)coc2c1,-13%,27%,6%,-16%,·,·,-1,1%,2%
CCc1nc2ccccc2n1Cc1ccc(OC)c(OC)c1,-21%,14%,1%,0%[57.4 µM],?,-22%,-3,2%,-10%
O=C(CCC1CCCC1)Nc1ccc(C(=O)NCc2cccnc2)cc1,-18%,23%,15%,-18%,·,-13%,0,6%,12%
COc1ccc(NS(=O)(=O)c2ccc(S(=O)(=O)N3CCOCC3)cc2)cc1,-24%,5%,3%,-17%,5%,-8%,-1,2%,-11%
Cc1ccccc1C(=O)c1c[nH]c(C(N)=O)c1,-17%,-6%,2%,-24%,2%[2.33 µM],10%,-4,3%,-1%
Cc1ccccc1OCCn1cc(C(=O)C(=O)N2CCOCC2)c2ccccc21,-19%,31%,4%,-5%,?,-20%,4,-10%,-18%
CCC(C)c1ccc(NC(=O)COC(=O)C2=COCCO2)cc1 (stereo unspecified),6%,39%,0%,-21%,3%,?,1,-11%,-14%
c1ccc(-c2ccc(-n3ccnc3)cc2)cc1,?,3%,·,9%,?,?,0,-2%,2%
Cc1ccc(CN2[C@@H](Cc3ccccc3)C(=O)CS2(=O)=O)cc1,-21%,39%[activator],25%,?,15%[2.33 µM],-32%,-5,1%,-7%
Cc1ccc(CCNC(=O)c2cc(Nc3ccc(C)c(C)c3)nc3ccccc23)cc1,8%,61%[activator],-4%,-23%,8%[59 µM],18%,-6,12%,-27%
O=C1CCC(C(=O)N2CCN(c3cnccn3)CC2)CN1CCc1ccc(Cl)cc1 (stereo unspecified),-28%,27%,9%,3%,7%,-18%,5,7%,9%
Cc1ccc(-c2cc(C(=O)Nc3cc([N+](=O)[O-])ccc3C)no2)cc1F,-7%,36%,1%,-15%,-44%[59 µM],-3%,3,-8%,-7%
Nc1cccc(N2C(=O)c3cccc4c(N)ccc(c34)C2=O)c1,-23%,20%,?,0%,12%,2%,5,-13%,-1%
CCc1ccc(-c2nc3cc(NC(=O)c4cc5ccccc5cc4OC)ccc3o2)cc1,-23%,-1%,0%,-6%,-4%[59 µM],-4%,3,3%,-28%
CNC(=O)c1sc(-c2ccccc2)nc1C,-4%,35%,2%,7%,?,?,-1,-2%,-20%
COc1ccc(-c2nc3ccccc3c(=O)n2N)cc1,-30%,12%,-3%,0%,·,2%,3,10%,13%
CC(C)NC(=O)Cn1c(=O)cnc2ccccc21,-12%,21%,-4%,3%,16%[59 µM],5%,6,13%,-4%
Cc1ccc(C(=O)N/C(=C/c2ccc(-c3cccc([N+](=O)[O-])c3)o2)C(=O)NC(C)(C)C)cc1,-21%,14%,24%,-1%,-13%[59 µM],-34%,1,1%,-10%
COc1cc(Cl)c(NC(=O)c2cc(CN3CCCC3)on2)c(OC)c1,-24%,26%,6%,-17%,-47%[59 µM],-32%,0,23%,-6%
Cc1ccc(-c2n[nH]c(=S)nc2-c2ccc(C)cc2)cc1,?,-15%,10%,?,?,-36%,-5,0%,-30%
CC(=O)OC1=Cc2c(ccc3ccc(=O)oc23)OC1(C)C,14%,30%,-3%,0%,-38%[59 µM],0%,-2,11%,-26%
O=C(O)COc1ccccc1/C=C1\SC(=S)N(c2cccnc2)C1=O,1%,14%,5%,2%,?,-22%,-4,-5%,-44%
COc1ccc(NC(=O)c2cccs2)cc1OC,-5%,21%,-17%,-3%,-1%[59 µM],2%,29,0%,11%
Cc1cccc(C)c1NC(=O)CN(C)C(=O)C1=COCCO1,1%,43%[activator],-3%,4%,?,0%,0,-1%,13%
CCCn1c(N)c(C(=O)CN(C)CC(=O)Nc2cc(C)ccc2C)c(=O)[nH]c1=O,-4%,25%,-8%,-14%,50µM*,-5%,0,5%,8%
S=C1SCN(Cc2cccnc2)CN1Cc1ccccc1,-5%,24%,8%,-17%,1%,-28%,23,-14%,-3%
S=c1[nH]c2cc(-c3ccccc3)ccc2o1,-20%,14%[57 µM],2%,2%,10µM*,?,-3,11%,-20%
Cc1ccc(C)c(NC(=S)N2CCC(N(C)CC3CCCO3)CC2)c1 (stereo unspecified),6%,24%,8%,-23%,2%,-8%,7,-3%,0%
O=C(Nc1ccc(C(=O)NCc2ccccc2Cl)cc1)C1=CSCCO1,-5%,23%,0%,10%,14%[59 µM],-11%,-15,2%,-10%[11.4 µM]
CC(=O)Nc1ccc(NC(=O)C2CCCN(S(=O)(=O)c3ccc(-n4cnnn4)cc3)C2)cc1 (stereo unspecified),-14%,14%[57 µM],-26%,-6%,-11%[59 µM],0%,1,14%,-23%
C/C=C/c1ccc(OCC(=O)OCC)c(OC)c1,-9%,21%,2%,-2%,-8%[59 µM],8%,0,13%,19%
COc1cc(OC)cc(C(=O)NNC(=O)c2ccc(-n3cncn3)c([N+](=O)[O-])c2)c1,-3%,30%,6%,10%,4%,-1%,-1,8%,-6%
CC(C)(CC1(C)NC(=O)NC1=O)OCc1ccccc1 (stereo unspecified),1%,38%,-1%,1%,·,·,0,-5%,20%
CCCCn1c(N)c(N(CCOC)C(=O)C2CCN(S(=O)(=O)c3ccccc3)CC2)c(=O)[nH]c1=O,-11%,21%,16%,15%,-47%,8%,-8,2%,-27%
CCCCNc1nc2ccccc2nc1Cl,103%[activator],150%[activator],-3%,-7%,161%[activator],86%[activator],-2,?,9%
CN(C1CCS(=O)(=O)C1)S(=O)(=O)c1ccc2ccccc2c1 (stereo unspecified),4%,24%,-1%,-8%,5%,4%,6,-5%,-11%
COc1ccc(Cn2c(C(=O)O)c(CNCc3ccco3)c3ccc(C)cc32)cc1,-23%,22%,3%,?,-8%[59 µM],-30%,12,-1%,5%
O=c1ccc(-c2ccccc2)n[nH]1,-13%,15%,·,8%,34%[12.7 µM],9%,-2,3%,-33%
COc1ccccc1NC(=O)C1=C(C)Nc2nc(-c3ccc(N(C)C)cc3)nn2C1c1ccncc1 (stereo unspecified),?,-6%,1%,8%,?,50µM*,5,24%,1%
COC(=O)c1ccc(CSc2nc(C)nc3sc(C)c(C)c23)o1,-8%,33%,2%,9%,?,?,6,-4%,-45%
O=C(CSc1ccccc1)NC1=NCCS1,?,17%,8%,2%,-8%,1%,1,1%,-1%
CN(C)S(=O)(=O)c1cccc(NC(=O)COC(=O)CCOc2ccccc2)c1,-21%,24%,-1%,-17%,17%,·,5,-4%,-11%
CCOC(=O)c1cn(CC(=O)Nc2ccc(CC)cc2)nn1,-14%,59%[activator],0%,2%,12%[0.501 µM],11%,-1,1%,-39%
CCOc1ccc(-c2nonc2NC(=O)c2oc3cc(C)c(C)cc3c2C)cc1OCC,-10%,26%,-2%,-44%,12%[59 µM],2%,-2,2%,16%
CN1CCN(CCNC(=O)c2cc3c(=O)n(C)c4ccccc4c3n2C)CC1,-18%,34%,-15%,195%[activator],-9%,2%,14,7%,10%
CCOCCCn1c(=N)c(S(=O)(=O)c2ccc(C)cc2)cc2c(=O)n3cc(C)ccc3nc21,-23%,-16%,1%,-19%,-2%,23%,10,-7%,25%
